Bioassay records deposited in PubChem BioAssay by The Scripps Research Institute Molecular Screening Center.
FBW7 activator: human FBW7 E3 ligase activation, primary screen | AlphaScreen FBW7–phospho-cyclin E peptide binding, activator screen | normalized activity (activation), % at 26.1 µM | hit rate 0.13% among 650,000; in the data active means normalized activity above about 1.9%;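 further: purified mutant Fbw7 with reduced substrate affinity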
GPR151 activ: activators of human GPR151. PathHunter beta-arrestin GPR151 cells, luminescence. Q8TDV0. hit rate 1% among 650,000. activation, % at 11.2 µM; in the data active means activation above about 4.9%;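 further: 0% = median of compound wells and 100% = cells with positive control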
Target sequence (Q8TDV0 whole entry, looked up): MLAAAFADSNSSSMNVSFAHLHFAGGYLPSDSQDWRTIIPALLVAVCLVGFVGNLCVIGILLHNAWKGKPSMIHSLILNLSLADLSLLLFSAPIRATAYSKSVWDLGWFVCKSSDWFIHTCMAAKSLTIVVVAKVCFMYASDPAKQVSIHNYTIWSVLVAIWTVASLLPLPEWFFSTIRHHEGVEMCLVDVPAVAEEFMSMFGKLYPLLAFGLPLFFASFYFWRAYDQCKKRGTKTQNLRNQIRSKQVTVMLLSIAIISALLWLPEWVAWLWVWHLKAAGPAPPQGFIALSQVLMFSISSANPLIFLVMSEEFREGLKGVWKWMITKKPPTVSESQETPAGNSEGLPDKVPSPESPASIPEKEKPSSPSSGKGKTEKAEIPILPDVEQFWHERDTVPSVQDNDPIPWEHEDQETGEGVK
TEAD-YAP inh: TEAD-YAP interaction inhibition. inhibition, % at 9.12 µM. hit rate 1.4% among 640,000. HEK-TIYL cells, TEAD-Gal4/YAP UAS-luciferase luminescence; in the data active means inhibition above about 32%;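 further: 0% = median of test compound wells and 100% = reference inhibitor wells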
MITF primary: blocks human microphthalmia-associated transcription factor | O75030 | AlphaScreen MITF homodimerization, bead proximity signal | inhibition, % at 2.6 µM | hit rate 0.91% among 650,000; in the data active means inhibition above about 50%;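 further: 0% = vehicle wells with protein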
Target sequence (O75030 whole entry, looked up): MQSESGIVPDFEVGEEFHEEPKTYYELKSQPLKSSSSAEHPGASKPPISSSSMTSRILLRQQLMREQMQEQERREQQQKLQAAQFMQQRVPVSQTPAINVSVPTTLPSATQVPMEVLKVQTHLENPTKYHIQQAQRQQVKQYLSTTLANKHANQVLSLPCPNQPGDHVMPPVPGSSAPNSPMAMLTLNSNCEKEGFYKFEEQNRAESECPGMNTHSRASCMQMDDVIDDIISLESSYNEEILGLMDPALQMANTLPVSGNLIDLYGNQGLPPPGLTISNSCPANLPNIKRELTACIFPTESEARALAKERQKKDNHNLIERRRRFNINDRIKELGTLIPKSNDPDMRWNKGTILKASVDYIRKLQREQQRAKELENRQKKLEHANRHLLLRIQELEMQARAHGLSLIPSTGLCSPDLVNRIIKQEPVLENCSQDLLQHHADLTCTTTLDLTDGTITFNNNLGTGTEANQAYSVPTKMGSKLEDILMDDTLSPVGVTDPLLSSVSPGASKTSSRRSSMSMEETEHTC
Starred values were filed as active, the others as inactive. Not a hit list; about 3.4% have a hit in one of these screens.

Start of the listing, in advance, 4 compounds:
Each structure is followed by: FBW7 activator	GPR151 activ	TEAD-YAP inh	MITF primary
> CC(=O)N/C(=C\c1ccccc1)C(=O)NCCC1=CCCCC1
    0.1	0.1	1	-7
> O=c1[nH]c(/C=C\c2ccc(Cl)cc2)c([N+](=O)[O-])c(=O)[nH]1
    0.1	3.4	-7	-3
> O=C(CCCN1C(=O)c2ccccc2C1=O)Nc1ccc(Cl)cc1
    0.0	-0.1	-5	-5
> Cc1ccccc1Cn1cnc2c(nnn2-c2ccc(F)cc2)c1=O
    0.7	-0.4	6	4

The whole of this part (from the top)
Each structure is followed by: FBW7 activator	GPR151 activ	TEAD-YAP inh	MITF primary
> CC(=O)N/C(=C\c1ccccc1)C(=O)NCCC1=CCCCC1
    0.1	0.1	1	-7
> O=c1[nH]c(/C=C\c2ccc(Cl)cc2)c([N+](=O)[O-])c(=O)[nH]1
    0.1	3.4	-7	-3
> O=C(CCCN1C(=O)c2ccccc2C1=O)Nc1ccc(Cl)cc1
    0.0	-0.1	-5	-5
> Cc1ccccc1Cn1cnc2c(nnn2-c2ccc(F)cc2)c1=O
    0.7	-0.4	6	4
> Cc1ccc(-c2cc3c(=O)n(Cc4nc(-c5cccc(Br)c5)no4)ccn3n2)cc1C
    -0.2	1.3	-7	8
> COc1cc2c(cc1OC)C(C)N(C(=O)COc1ccccc1)CC2 (stereo not given)
    -0.1	-1.0	-5	-5
> CCOC(=O)C1=C(c2ccccc2)S/C(=C2/C(=S)C(C)(C)Nc3cc(OCC)ccc32)S1
    0.1	0.1	8	6
> O=C(O)c1nccnc1C(=O)Nc1ccc(Oc2ccccc2)cc1
    -0.2	-0.4	2	10
> CCC(NC(=O)OC1CCCCC1C)(C(F)(F)F)C(F)(F)F (stereo not given)
    0.0	1.1	-1	-4
> O=C(O)CCNC(=O)CC1S/C(=N/N=C/C=C/c2ccccc2)NC1=O (stereo not given)
    -0.2	-0.5	7	-8
> C=CCn1c(-c2ccccc2Br)csc1=Nc1cccnc1
    0.2	1.4	-15	26
> COc1ccc(/C(C#N)=C/c2c(C)nn(C)c2C)cc1
    -0.1	-0.9	-8	-12
> CC(C)CNC(=O)C(=O)NNC(=O)CN(C)S(=O)(=O)c1cc(Cl)ccc1Cl
    0.2	-0.9	-5	9
> CCOC(=O)c1ccc(NC(=O)CSc2nc3c(c(=O)n2-c2ccccc2OC)SCC3)cc1
    -0.1	-0.6	11	0
> COc1cccc(C2C(C(=O)Nc3ccc(C)cc3C)=C(C)Nc3ncnn32)c1OC (stereo not given)
    0.0	0.7	8	7
> Cc1sc2ncnc(Oc3cccc(Oc4ncnc5sc(C)c(C)c45)c3)c2c1C
    0.1	-0.1	1	13
> O=C1NC(=O)C(CCCc2ccccc2)(C2CCN(Cc3ccc4c(c3)OCCO4)CC2)N1 (stereo not given)
    0.2	1.3	7	11
> O=C(NCCS(=O)(=O)N1CCN(c2cccc(Cl)c2)CC1)c1ccccc1F
    0.3	-0.6	11	1
> CC(O)[C@@]12CCCC[C@@H]1CC1C3CC=C4C[C@@H](O)CC[C@]4(C)C3CC[C@@]12C (stereo not given in full)
    -0.1	1.1	-3	10
> COc1ccc(CCNc2nc(N3CCN(c4ccccn4)CC3)nc3nc[nH]c23)cc1
    0.5	2.3	4	7
> C[C@H]1NC(=O)[C@@H]2C[C@H](NC(=O)c3cccc(F)c3F)CN2C1=O
    -0.1	-1.3	-13	-14
> Cc1ccc(OCC(=O)Nc2c[nH]c(=O)[nH]c2=O)c(C)c1
    0.1	-0.2	2	-7
> C=CCc1cc(C)ccc1OCCCN1CCCC1
    0.0	-0.5	13	55*
> CCN(CC)S(=O)(=O)c1ccc2[nH]cc(C(=O)NCCCN3CCCC3=O)c(=O)c2c1
    0.1	-1.4	-4	19
> C=C[C@]1(C)C[C@@H](OC(=O)CO)[C@]2(C)C(C)CC[C@]3(CCC(=O)[C@H]32)[C@@H](C)[C@@H]1O (stereo not given in full)
    0.1	-1.4	2	13
> CCOc1ccc(CN2CCNC(=O)C2CC(=O)NCCCSC)cc1 (stereo not given)
    0.0	-0.6	6	-8
> O=C(OCC(=O)N1CCN(C(=O)c2ccco2)CC1)c1ccccc1O
    -0.2	-2.3	-1	-19
> O=C1NC2(CCN(C(=O)CC34CC5CC(CC(O)(C5)C3)C4)CC2)Nc2ccccc21
    -0.1	1.8	12	-8
> COc1ccc(C(=O)COC(=O)c2cc(=O)[nH]c3ccccc23)cc1
    0.2	-0.4	-4	-7
> Cc1ccc(C)c(C(=O)CSc2nnc3oc4ccc(S(=O)(=O)N(C)C)cc4n23)c1
    0.3	0.1	1	7
> COc1ccc(-n2cc(-c3ccccc3)c3c(N4CCN(Cc5ccccc5)CC4)ncnc32)cc1
    0.1	-1.3	7	2
> O=C(Nc1ccc(F)c(Cl)c1)c1cc(S(=O)(=O)N2CCc3ccccc32)ccc1F
    0.2	0.0	-3	9
> OCCNC(=S)Nc1ccccc1Cl
    0.3	-0.3	7	19
> Cn1nccc1-c1nc(-c2nonc2N)no1
    -0.1	0.1	-1	4
> O=C(c1ccc(F)cc1F)n1nnc2ccccc21
    0.1	-0.4	-4	15
> O=C(Nc1ccc2nc(SCc3ccc(Br)cc3)sc2c1)c1ccccc1F
    0.1	-0.6	8	-13
> CCCN1C(=O)C(NC(=O)c2ccncc2)(C(F)(F)F)C2=C1CC(C)(C)CC2=O (stereo not given)
    -0.1	2.1	3	6
> CCOc1ccc(N2CC(C(=O)Nc3ccc(Br)c(Cl)c3)CC2=O)cc1 (stereo not given)
    0.0	0.9	1	-22
> COC(=O)c1cccc(Nc2cc(C)nc3ccc(OC)cc23)c1
    0.4	0.3	2	-4
> COCCNC(=O)C(=O)NCc1ccncc1
    0.0	0.2	-2	-15
> COCCCNC(=O)c1sc2cc(Cl)ccc2c1Cl
    0.5	0.0	-54	24
> Cc1cc(I)ccc1NC(=O)Cn1cc([N+](=O)[O-])cn1
    -0.4	-1.4	-9	-11
> c1ccc(-c2cnc3c(N4CCOCC4)nccn23)cc1
    0.4	0.3	-51	13
> COc1ccc(C2CC(=O)C3=C(C2)NC(C)=C(C(=O)OCCc2ccccc2)C3c2ccc(OC)cc2OC)cc1 (stereo not given)
    0.0	-0.4	-1	8
> CCN(CC)CCNC(=O)c1ccc2c(c1)N(CC)CCS2
    0.0	1.1	-1	-7
> CCOc1ccccc1N1CCN(Cc2cccs2)CC1
    0.8	-1.0	5	49
> COC(=O)c1c(NC(=O)CSc2nnc3sc4ccccc4n23)sc2c1CCC(C)C2 (stereo not given)
    -0.2	-0.9	-8	-9
> O=C(Nc1nnc(SCC(=O)N2CCCCC2)s1)C1CC1
    -0.1	-0.7	-1	-10
> O=C(C1CC(Cc2cccc(F)c2)=NO1)N1CCC(Oc2cccnc2)CC1 (stereo not given)
    -0.1	0.1	-65	-10
> CC(=O)Nc1ccc(NC(=O)C2(S(=O)(=O)c3ccc(Cl)cc3)CC2)cc1
    0.1	0.5	4	1
> CCNc1nc(NCC)nc(C(=O)O)n1
    -0.9	-0.2	-4	55*
> CC(C)(C)C(=O)CSc1nc2cc(C(=O)NCc3ccccc3Cl)ccc2c(=O)n1Cc1ccccc1
    1.1	0.4	9	18
> COc1cc(C2Nc3ccccc3NC3=C2C(=O)CC(C)(C)C3)cc(OC)c1OC (stereo not given)
    -0.1	-0.8	-47	-6
> CCOC(=O)N1CCC2(CC1)CC(=O)c1cc(O)ccc1O2
    0.3	0.2	0	4
> Cc1cc(C)c2c(n1)sc1c(=O)[nH]cnc12
    -0.1	0.1	0	-4
> CCN(CC)C(=O)Cn1cnc2sc(C(=O)Nc3ccc(Cl)cc3)c(C)c2c1=O
    0.7	0.5	-38	11
> COc1cc(OC)c(C(=O)NCc2cccnc2)cc1OC
    0.6	0.0	4	14
> Oc1c(Cl)cc(Cl)cc1C1N(c2ccccc2)CCN1c1ccccc1
    0.1	1.3	-15	1
> CC1CCN(C(=O)c2ccc(S(=O)(=O)Cc3cc(F)ccc3F)c([N+](=O)[O-])c2)CC1
    0.0	1.3	7	2
> CCOc1ccc(CCNC(=O)CSc2nc3c(c(=O)n(C)c(=O)n3C)n2Cc2ccccc2Cl)cc1OCC
    -0.1	-0.2	-13	-1

Three entries from above in a different format:
smiles: CCNc1nc(NCC)nc(C(=O)O)n1
  FBW7 activator: -0.9	GPR151 activ: -0.2	TEAD-YAP inh: -4	MITF primary: 55*

smiles: CCOC(=O)N1CCC2(CC1)CC(=O)c1cc(O)ccc1O2
  FBW7 activator: 0.3	GPR151 activ: 0.2	TEAD-YAP inh: 0	MITF primary: 4

smiles: COc1ccc(C2CC(=O)C3=C(C2)NC(C)=C(C(=O)OCCc2ccccc2)C3c2ccc(OC)cc2OC)cc1 (stereo not given)
  FBW7 activator: 0.0	GPR151 activ: -0.4	TEAD-YAP inh: -1	MITF primary: 8

New compounds follow
Each structure is followed by: FBW7 activator	GPR151 activ	TEAD-YAP inh	MITF primary
> CSc1nncn1/N=C/c1ccccc1F
    0.3	-0.3	3	8
> Cc1cc(C)n(C(=O)COc2ccc(-c3ccccc3)cc2)n1
    0.0	-2.5	15	7
> CC(C)Cn1c(=O)c2ccccc2n2c(SCC(=O)N3CCCC3)nnc12
    0.5	0.8	-1	-1
> Cc1cc(C)cc(NC(=O)/C(=C/c2cccc([N+](=O)[O-])c2)NC(=O)c2ccccc2Br)c1
    0.0	1.7	8	-9
> CCN(CC)C(=O)c1sc2ncnc(N3CCc4ccccc4C3)c2c1C
    -0.1	0.8	-9	-6
> Cn1c(=O)oc2cc(S(=O)(=O)N3CCCC(C(=O)Nc4nccs4)C3)ccc21 (stereo not given)
    -0.1	-0.8	3	-8
> COc1cc(NS(=O)(=O)c2cc([N+](=O)[O-])ccc2C)ccc1C
    0.0	0.6	3	-4
> Cc1c(C(=O)N2CCCCCC2)sc2ncnc(N3CCC(C)CC3)c12
    0.0	-0.2	-9	-1
> Cc1ccc(S(=O)(=O)N2C(=O)CCC2c2nc(-c3ccccc3)no2)cc1 (stereo not given)
    -0.2	0.7	-6	2
> Cc1nnc(NC(=O)CN2CCC(n3nnc4cc(C(F)(F)F)ccc43)CC2)s1
    -0.2	2.7	4	-7
> CC1CCN(C2=C(NC3CCCC3)C(=O)c3ccccc3C2=O)CC1
    -0.1	-2.9	52*	5
> CCOC(=O)c1c(NC(=O)c2ccc(S(=O)(=O)N3CC(C)OC(C)C3)cc2)sc2c1CC(C)(C)NC2(C)C (stereo not given)
    0.0	-1.0	-13	-10
> Cc1cc(C)cc(CSCC(N)=O)c1
    0.3	0.1	5	9
> CCCCOC(=O)c1ccc(OC(=O)N2CCOCC2)cc1
    -0.2	2.2	-13	2
> Cc1ccc(N2CC(NC(=O)Nc3nccs3)CC2=O)cc1 (stereo not given)
    0.3	2.3	5	8
> CCOc1ccc(NC(=O)COc2ccccc2Br)cc1
    0.0	5.0*	-7	-2
> COCC(C)NC(=O)C(Sc1ccccc1)c1ccccc1 (stereo not given)
    0.3	3.2	-1	12
> Cn1c2c(c(=O)[nH]c1=O)C(c1ccc(Br)cc1)C1=C(N2)c2ccccc2C1=O (stereo not given)
    0.1	0.1	0	5
> CCOC(=O)c1c(NC(=O)c2cc3nc(-c4ccc(Br)cc4)cc(C(F)(F)F)n3n2)sc2c1CCC2
    0.8	-0.1	7	3
> CCC1=NN2C(=N)/C(=C/c3cc(Cl)c(OCCOc4cc(C)ccc4C(C)C)c(OC)c3)C(=O)N=C2S1
    0.0	1.6	-2	-9
> CCn1c(CN2C(=O)C(=O)N(C3CCCC3)C2=O)nc2cc(S(=O)(=O)N(C)C)ccc21
    -0.2	-0.8	5	-15
> O=C1C(Cl)=C(N2CCCCC2)C(=O)N1c1ccccc1
    0.7	-0.6	4	-3
> Cc1cc(NCc2ccccc2)nc(N2CCN(c3ncccn3)CC2)n1
    0.4	-0.3	-8	7
> CC(NC(=O)c1ccccc1)c1nnc(SCC(=O)Nc2ccccc2F)n1C (stereo not given)
    0.6	-0.5	5	3
> Cc1cc(C)c(NS(=O)(=O)c2ccc3c4c2CC(=O)N4CC(C)S3)c(C)c1 (stereo not given)
    0.0	0.0	4	-4
> COc1ccc(-c2nc(NCCOc3ccccc3)c3ncn(C4CCCCC4)c3n2)cc1
    0.1	0.8	-1	2
> O=C1CN(c2ccc(Br)cc2)S(=O)(=O)c2ccccc2N1
    -0.1	0.3	-4	7
> CCOc1ccc(CN2CCN(Cc3cccn3-c3cccnc3)CC2CCO)cc1 (stereo not given)
    0.1	-1.0	5	18
> Cc1ccc(/C=N/NC(=O)c2ccoc2C)o1
    -0.1	-7.3	-34	0
> CC(NCC(C)(C)CN(C)C)C(=O)Nc1ccccc1 (stereo not given)
    -0.1	7.0*	5	6
> COCCn1c(SCC(=O)Nc2cccc3ccccc23)nc2c(c1=O)SC(C)C2 (stereo not given)
    -0.1	-0.4	1	5
> C/C(=C/C=C/[C@@H](C)C(=O)O)[C@H]1CN[C@H](C)[C@H]1CC(=O)O
    0.1	1.9	4	20
> Cc1cc(C)n(-c2cc(N3CCN(C(=O)c4ccc(C(C)(C)C)cc4)CC3)ccc2[N+](=O)[O-])n1
    -0.3	-1.1	3	0
> O=C(COc1ccccc1Br)Nn1c(SCc2ccc(F)cc2)nc2ccsc2c1=O
    -0.1	0.8	-9	1
> Cc1cc(N2C(=O)CSC2c2cccnc2)ccc1Br (stereo not given)
    -0.2	-0.1	5	3
> O=C(CC1(O)C(=O)N(Cc2ccccc2Cl)c2ccc(Cl)cc21)c1ccncc1 (stereo not given)
    0.0	0.4	8	12
